HT1080 IDH1KD tx – kills HT-1080 cells with IDH1 knockdown | HT-1080 IDH1 knockdown viability, ATP luminescence, 48 h | Potency, µM (doses to about 46.1 µM), inactives show at the top dose activity, negative = toxicity, most hits filed as cytotoxic | 2% of 360,000 active | AID 686971;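 further: 0% = DMSO wells and -100% = cell-free medium wells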
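Assay cells: HT-1080 with IDH1 knockdown, 750 per well, RPMI/5% FBS. Exposure: 48 h at 37 °C following 2 h pre-incubation. Read: CellTiter-Glo luminescence; fitted concentration-response, curve class assigned.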
KB-3-1 cytotox – kills parental KB-3-1 adenocarcinoma cells. Potency, µM (top dose mostly 46.1 µM), without a hit: top-dose activity change, negative = cytotoxic, usual class: cytotoxic. 1.4% of 400,000 active. KB-3-1 viability, CellTiter-Glo ATP luminescence, 72 h; further: on the % scale 0 is the no-effect control and ±100 the full control effect; nearly all actives have a fitted effect of over 60% in size
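Cytotoxicity measured as CellTiter-Glo luminescence after 72 h at 37 C. Compound titrations were pinned onto drug-naive KB-3-1 parental adenocarcinoma cells grown in DMEM with 10% FBS, and normalized data fitted to concentration-response curves.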
KB-V1 cytotox – kills drug-selected multidrug resistant KB-V1 cells; KB-V1 MDR cells viability, CellTiter-Glo, 72 h; Potency, µM (titrated, usually from 46.1 µM), for the others: at the highest dose activity change, negative = cytotoxicity, actives largely listed as cytotoxic; 3.4% of 400,000 active; further: on the % scale 0 is the no-effect control and ±100 the full control effect; nearly all actives have a fitted effect of over 60% in size
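KB-V1, DMEM (no phenol red) + 10% FBS; cpd pin-transferred, titration series; 72 h, 37 degrees C; CellTiter-Glo, luminescence. Data normalized, curve-fit.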
GLP-1R inv ag – acts as inverse agonist at human GLP-1 receptor; Potency, µM (highest dose often 38.3 µM), inactives show top-dose activity change, negative = inhibition, hits mostly inhibitors; HEK293 GLP-1R CRE-luciferase, luminescence, 24 h; GLP-1R form is constitutively active; AID 624417; P43220; 1.6% of 410,000 active; further: on the % scale 0 is the no-effect control and ±100 the full control effect; nearly all actives have a fitted effect of over 55% in size
Target sequence (P43220 whole entry, looked up): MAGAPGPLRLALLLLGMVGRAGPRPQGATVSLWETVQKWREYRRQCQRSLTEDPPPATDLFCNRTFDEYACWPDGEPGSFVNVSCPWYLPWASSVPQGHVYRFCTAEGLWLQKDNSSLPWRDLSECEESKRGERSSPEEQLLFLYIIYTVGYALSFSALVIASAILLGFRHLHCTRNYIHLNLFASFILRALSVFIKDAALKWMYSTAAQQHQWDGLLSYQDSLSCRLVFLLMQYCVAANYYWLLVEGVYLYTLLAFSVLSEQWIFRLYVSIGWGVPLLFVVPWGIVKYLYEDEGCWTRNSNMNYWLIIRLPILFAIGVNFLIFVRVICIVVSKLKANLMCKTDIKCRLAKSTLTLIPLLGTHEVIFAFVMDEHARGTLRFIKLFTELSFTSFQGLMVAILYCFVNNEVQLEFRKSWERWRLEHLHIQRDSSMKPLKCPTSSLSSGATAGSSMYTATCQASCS
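Inverse agonists were sought by their lowering of basal cAMP reporter luciferase output in HEK293 cells stably carrying constitutively active human GLP-1R, after 24 h compound treatment.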
SW480 rerep – induces DNA re-replication in SW480 colon adenocarcinoma cells | SW480 DNA re-replication, Hoechst DNA content imaging, 48 h | Potency, µM (doses to about 46.1 µM), without a hit: top-dose re-replication activation, hits mostly activators | 1.8% of 340,000 active; further: % of control where 0% means no effect; nearly all actives have a fitted effect of over 55% in size
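Hoechst fluorescence of nuclei (405 nm excitation, 500-530 nm emission) measured by plate-scanning imager after 48 hr compound exposure at 37 C; re-replication scored as increased number of nuclei with elevated intensity.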
HT1080-NT tox – kills 2HG-producing HT-1080-NT fibrosarcoma cells | 1.6% of 360,000 active | HT-1080-NT fibrosarcoma viability, CellTiter-Glo ATP luminescence, 48 h | AID 686970 | Potency, µM (top dose mostly 46.1 µM), without a hit: at the top dose activity, negative = less viability, most hits filed as cytotoxic;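 further: NT is the 2HG producing partner of a matched IDH1 knockdown line; 0% = DMSO-treated cells and -100% = media-only wells without cells; nearly all actives have a fitted effect of over 55% in size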
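Luminescent CellTiter-Glo readout after 48 hours of compound exposure at 37 degrees C defined viability of HT-1080-NT cells. Activity was normalized to DMSO wells and cell-free media wells; concentration-response curves were fitted and assigned curve classes.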
TDP43 rescue – inhibitors of TDP-43 toxicity in yeast. TDP-43 expressing yeast growth rescue, BacTiter-Glo, 24 h. Potency, µM (series often up to 46.1 µM), for inactives: top-dose growth rescue (activation), usual class: activators. 1.8% of 410,000 active; further: % of control where 0% means no effect; nearly all actives have a fitted effect of over 50% in size
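Readout is BacTiter-Glo luminescence of cell growth, so inhibitors register as activators. TDP-43-expressing yeast at OD600=0.02 in galactose medium, after raffinose pregrowth to mid-log, were incubated with compound for 24 hr at 30 deg C.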
GLP1R ag – agonists of human GLP-1 receptor | P43220 | HEK293 GLP-1R CRE-luciferase, luminescence, 4-6 h; cells express a hypersensitive GLP-1R form | Potency, µM (titrated, usually from 45.6 µM), for the others: at the highest dose activation, actives largely listed as activators | 0.007% of 380,000 active | AID 624172; further: % of control where 0% means no effect
GLP1R cytotox – cytotoxicity in counter-screen for GLP-1R inverse agonists | HEK293 cAMP-luciferase reporter cells, luminescence, 24 h | Potency, µM (series often up to 38.3 µM), for inactives: top-dose activity change, negative = inhibition, actives largely listed as inhibitors | 0.13% of 410,000 active | AID 624418;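 further: loss of luciferase light is scored as toxicity; on the % scale 0 is the no-effect control and ±100 the full control effect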
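Luminescence readout: signal drop marks cytotoxicity. Plated cells grew 12 h at 37 °C, 5% CO2, received 23 nL compound for 24 h, then got luciferase reagent, read after 12 min at RT.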
An asterisk follows results filed as active; ? = inconclusive; . = no result given; [ ] = dose if it differs, or a comment. The call rests on the fitted dose curve; in most records, active means well fitted curve in the direction sought with a large enough effect; inconclusive means small, poorly fitted or top-dose-only effect, or another doubt; inactive means no such curve, though single readings can be large; an effect the other way counts as inactive or inconclusive. Potency means the concentration at half of the fitted maximal effect. Outcome played no part in choosing rows; 9.4% or so of the library scored in one or more.

SMILES	HT1080 IDH1KD tx	KB-3-1 cytotox	KB-V1 cytotox	GLP-1R inv ag	SW480 rerep	HT1080-NT tox	TDP43 rescue	GLP1R ag	GLP1R cytotox
O=C(Nc1ccc(N2CCCCC2)cc1)c1cncc(Br)c1	-6%	1%	-3%	?	1%	0%	15%	-15%	-18%
S=c1cn[nH]c2ccccc12	2%	3%	0%	10%	-3%	-3%	?	-14%	3%
O=C(Cn1cnc2ccccc2c1=O)NCCC(=O)Nc1ccc2c(c1)OCCO2	4%	1%	0%	26%	-3%	7%	-7%	-9%	-2%
CCOC(=O)c1c(-c2ccc(C)o2)csc1NC(=S)NC(=O)c1cccs1	-27%	?	0%	-6%	-22%	-20%	0%	-15%	0%
Cc1cc(C)cc(N(C(=O)c2csnn2)C(C(=O)NC(C)(C)C)c2ccncc2)c1 (stereo not given)	9%	0%	-17%	5%	24%	-1%	0%[9.22 µM]	1%	-3%
CCOc1ccccc1NC(=O)COc1coc(CN2CCCc3ccccc32)cc1=O	-10%	-8%	0%	?	-24%	-7%	30%	-7%	-2%
COc1ccccc1N1CCN(CC(=O)c2ccc3ccn(C(C)=O)c3c2)CC1	-3%	-15%	1%	-4%	-2%	5%	?	-1%	-3%
CSC1=NCCN1S(=O)(=O)c1ccc2ccccc2c1	1%	0%	26%	6%	-2%	0%	18%	9%	0%
CC(=O)/C=C1\OCc2cc(OCc3ccccc3)ccc21	-3%	-23%	?	-20%	.	-14%	10µM*	.	1%
CNC(=S)N1N=C(c2ccc(Br)cc2)CC1c1ccc(OC)cc1 (stereo not given)	-1%	-9%	-6%	?	-6%	7%	28%	1%	-9%
COCCn1c(CN2CCN(C)CC2)nc2c1c(=O)n(C)c(=O)n2C	7%	5%	19%	-1%	?	0%	3%	3%	3%
OCCNCc1ccc(OCc2ccc(Cl)cc2Cl)cc1	21µM*	-19%	-10%	?	4.1µM*	?	-36%	13%	?
COC(=O)c1sccc1NC(=O)c1ccc(Br)o1	-23%	-21%	-3%	4%	1%	-21%	-4%	9%	7%
Cc1cccc(NC(=O)CSc2nncn2-c2ccccn2)c1	3%	16%	?	13%	-5%	1%	8%	8%	6%
Cc1ccc(NC(=O)Cn2cnc3c(oc4ccccc43)c2=O)cc1Cl	.	6%	-10%	12%	.	.	4%[9.22 µM]	.	-12%
CC(C)(C)NC(=O)NCC1CCCC1NC(=O)NC(C)(C)C (stereo not given)	1%	0%	26µM*	10%	-5%	0%	-14%	-6%	1%
Cc1nc2ccccc2n1CC(=O)NC1CCCCCC1	?	?	15µM*	-23%	-12%	?	14%	-5%	-6%
Cc1ccccc1C=O	12%	0%	5%	5%	-6%	28%	24%	1%	4%
COC(=O)c1cc(-c2cccc([N+](=O)[O-])c2)c2c(=O)n(C)c(=O)n(C)c2n1	8%	13%	10%	7%	-1%	-6%	1%	-2%	16%
NC(=O)c1ccc(NC(=O)COC(=O)CCC2CCCC2)cc1	7%	0%	17%	4%	.	7%	21%	-1%	3%
N#Cc1cc(-c2ccccc2)cnc1Cl	-17%	8%	9%	5%	-5%	-2%	14%	-5%	1%
CCCCN(C(=O)c1ccc(COc2ccccc2)o1)c1c(N)n(CC(C)C)c(=O)[nH]c1=O	-1%	0%	?	11%	-17%	-1%	7%	-2%	-8%
COc1cc(C2C(C#N)=C(N)OC3=C2C(=O)CCC3)cc2c1OCO2 (stereo not given)	3%	0%	?	8%	-3%	21%	0%	2%	11%
CC(C)CCNC(=O)c1ccc(OC2CCN(S(=O)(=O)N(C)C)CC2)cc1	-14%	-2%	?	3%	-79%[inhibitor]	-16%	8%	6%	12%
N=c1n(Cc2ccccc2)c2ccccc2n1CC(O)c1ccccc1 (stereo not given)	?	?	?	0%	?	?	16%	-2%	?

Additional results
SMILES	HT1080 IDH1KD tx	KB-3-1 cytotox	KB-V1 cytotox	GLP-1R inv ag	SW480 rerep	HT1080-NT tox	TDP43 rescue	GLP1R ag	GLP1R cytotox
CC1CCCCC1NC(=O)CSc1ccsc1[N+](=O)[O-] (stereo not given)	11%	-3%	0%	-2%	8%	-2%	0%	1%	-2%
Cc1cc(OCCn2ccnc2)ccc1C(C)C	8%	-2%	?	-5%	6%	8%	4%	15%	-18%
O=C(COc1nsnc1N1CCOCC1)Nc1ccc(Cl)cc1	10%	1%	-1%	?	-2%	0%	?	9%	4%
CC(C)C(=O)Nc1nnc(SCC(=O)N2C(C)CCCC2C)s1 (stereo not given)	-8%	1%	-2%	2%	-6%	-3%	12%	4%	7%
Cc1ccc(-n2c(SCC(N)=O)nnc2-c2ccc(S(=O)(=O)N3CCCCC3)cc2)c(C)c1	-6%	-7%	?	0%	?	-2%	-7%	3%	-13%
O=C(NN=Cc1ccc2c(c1)OCO2)NN=Cc1ccc2c(c1)OCO2	-30%	-16%	?	?	19%	-23%	-7%	9%	6%
COc1ccc2sc(-c3ccc(SC)cc3)c(C#CC(C)(C)O)c2c1	?	?	8%	?	-3%	?	11%	26%	-19%
COc1ccc(CN(C)C2CCCCC2)cc1	4%	-6%	-22%	2%	-7%	2%	-11%	-7%	9%
Cc1ccc2nc(NCc3ccccc3)c3nncn3c2c1	.	2%	?	6%	.	.	10%	.	-1%
O=C(C1CCN(c2nnc(-n3cccc3)s2)CC1)N1CCc2ccccc2C1	-11%	?	-3%	?	3%	-8%	35µM*	1%	-8%
Cc1c(C(=O)N2CCOCC2)oc2ccccc12	-4%	0%	-4%	12%	-11%	-3%[9.24 µM]	-2%	3%	4%
Cn1ccc2cc(S(=O)(=O)N3CCCC(C(=O)NCc4ccccc4F)C3)ccc21 (stereo not given)	.	-10%	5%	?	.	.	0%	.	-2%
Cc1cccc(CN2C[C@]34C=C[C@@H](C[C@@H]3S2(=O)=O)O4)c1	7%	8%	5%	6%	0%	7%	0%	-4%	3%
COc1ccc(C(C)=O)cc1COC(=O)c1cc(C)oc1C	0%	0%	-5%	0%	-4%	2%	0%	7%	-5%
Cc1[nH]c2ccccc2c1C(=O)C(=O)NCc1nnnn1-c1ccc(F)cc1	0%	-9%	20%	1%	.	-1%	13%	-7%	-6%
Cc1cc(N/N=C/c2ccccc2O)c2ccccc2n1	-11%	13µM*	?	?	?	0%	15%	-5%	-28%
O=C(NCc1ccccc1)N1CCC(c2nc3ccccc3[nH]2)CC1	4%	2%	1%	10%	-7%	9%	-14%	-4%	-8%
CCOc1ccc(Oc2c(/C=N/NC(N)=O)c(C)nn2-c2ccccc2)cc1	-2%	-1%	-2%	94%[activator]	-4%	-2%	-1%	?	2%
CC(=O)N(C(C)=O)c1ncc2c([nH]c3ccccc32)c1C#N	7.1µM*	-9%	6.5µM*	0%	-1%	11µM*	-5%	3%	2%
CC(NC(=O)CCCOc1ccc(Cl)cc1)c1ccccc1 (stereo not given)	-9%	-2%	-14%	?	1%	2%	13%	10%	0%
Cc1ccc(CCNS(=O)(=O)c2cc(Br)cnc2N)cc1	-4%	10%	5%	?	-14%	?	6%	-5%	4%
CCCN(c1ccc(OCC)cc1)c1ncnc2nc[nH]c12	5%	-8%	2%	?	-16%	-5%	28%	4%	-6%
Cc1ccccc1OCc1nc2ccccc2c(=O)n1/N=C/c1c[nH]c2ccccc12	?	-30%	0%	?	?	?	-2%	1%	?
CC(C)[C@@H]1Cc2[nH]c(=S)[nH]c(=O)c2[C@H](C)O1	8%	8.2µM*	5.8µM*	-4%	.	18%	19%	-2%	-4%
O=C(Nc1ccccc1N1CCCCC1)c1cccc(OC(F)F)c1	-7%	-11%	?	?	6%	-2%	?	12%	-4%

(further entries)
SMILES	HT1080 IDH1KD tx	KB-3-1 cytotox	KB-V1 cytotox	GLP-1R inv ag	SW480 rerep	HT1080-NT tox	TDP43 rescue	GLP1R ag	GLP1R cytotox
CC(=O)Nc1ccc(C2=NN(CC#N)C(=O)SC2)cc1	3%	4%	13%	-2%	-8%	2%	18%	-7%	-4%
CN1C(=O)C2(NCCc3c2[nH]c2ccccc32)c2ccccc21 (stereo not given)	-3%	-6%	-10%	-19%	-5%	-12%	5%	-12%	0%
CC(C)Nc1cc(C(F)(F)F)nc(-c2ccccn2)n1	1%	?	-17%	-15%	-5%	3%	10%	-7%	?
COc1ccc(C(=O)NN2CCOCC2)cc1[N+](=O)[O-]	-1%	?	?	38%[activator]	-25%	-3%	10%	4%	?
N#CCCN1CCN(S(=O)(=O)c2cc(Cl)ccc2Cl)CC1	2%	-8%	-16%	-18%[0.307 µM]	-6%	7%	29%	1%	0%[0.307 µM]
N#Cc1ccc(NC(=O)c2cccs2)nc1	-12%	-1%	-8%	14%	9%	-9%	-2%	8%	-4%
COc1ccccc1C(=O)NC1CCCCCCC1	-12%	11%	3%	7.1µM*	-1%	1%	18µM*	16%	-7%
CCN(CC)CCCNC(=O)CCCn1c(=O)[nH]c2ccc(Br)cc2c1=O	.	7%	?	?	.	.	9%	0%	3%

Ordered by heavy-atom count (low to high): 6 of the compounds above
SMILES	HT1080 IDH1KD tx	KB-3-1 cytotox	KB-V1 cytotox	GLP-1R inv ag	SW480 rerep	HT1080-NT tox	TDP43 rescue	GLP1R ag	GLP1R cytotox
N#Cc1ccc(NC(=O)c2cccs2)nc1	-12%	-1%	-8%	14%	9%	-9%	-2%	8%	-4%
COc1ccccc1C(=O)NC1CCCCCCC1	-12%	11%	3%	7.1µM*	-1%	1%	18µM*	16%	-7%
CC(=O)Nc1ccc(C2=NN(CC#N)C(=O)SC2)cc1	3%	4%	13%	-2%	-8%	2%	18%	-7%	-4%
CN1C(=O)C2(NCCc3c2[nH]c2ccccc32)c2ccccc21 (stereo not given)	-3%	-6%	-10%	-19%	-5%	-12%	5%	-12%	0%
O=C(Nc1ccccc1N1CCCCC1)c1cccc(OC(F)F)c1	-7%	-11%	?	?	6%	-2%	?	12%	-4%
CCN(CC)CCCNC(=O)CCCn1c(=O)[nH]c2ccc(Br)cc2c1=O	.	7%	?	?	.	.	9%	0%	3%

Screening data as filed in PubChem BioAssay.
